From PubChem BioAssay
KB-V1 MDR tox: qHTS assay for MDR1-selective chemotherapeutics: Primary screen using the drug-selected MDR subline cells KB-V1; KB-V1 MDR cells viability, CellTiter-Glo, 72 h; Potency, µM (doses to about 46.1 µM), without a hit: at the top dose activity change, negative = cytotoxicity, most hits filed as cytotoxic; 400,000 tested, 3.4% active; also: potency is read from the fitted curve at half-maximal effect; % is scaled to controls: 0 for no effect and ±100 for the full control effect; nearly all actives have a fitted effect of over 60% in size
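qHTS viability screen in drug-selected KB-V1 MDR cells: 72 h compound treatment at 37 degrees C, ATP luminescence end point.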
D3 antag: qHTS of D3 Dopamine Receptor Antagonist: qHTS | D(3) dopamine receptor (Homo sapiens), P35462 | D3R cells, DiscoveRx beta-arrestin luminescence, antagonist mode; active compounds read low | max response, negative = inhibition, % | 360,000 tested, 2.5% active | AID 652054, 2013; in the data active = max response below about -50%; inconclusive = no clear call, values can overlap the other calls; also: % is scaled to controls: 0 for no effect and ±100 for the full control effect; mostly tested at two doses, the higher about 12 µM
Target sequence (P35462 whole entry, looked up): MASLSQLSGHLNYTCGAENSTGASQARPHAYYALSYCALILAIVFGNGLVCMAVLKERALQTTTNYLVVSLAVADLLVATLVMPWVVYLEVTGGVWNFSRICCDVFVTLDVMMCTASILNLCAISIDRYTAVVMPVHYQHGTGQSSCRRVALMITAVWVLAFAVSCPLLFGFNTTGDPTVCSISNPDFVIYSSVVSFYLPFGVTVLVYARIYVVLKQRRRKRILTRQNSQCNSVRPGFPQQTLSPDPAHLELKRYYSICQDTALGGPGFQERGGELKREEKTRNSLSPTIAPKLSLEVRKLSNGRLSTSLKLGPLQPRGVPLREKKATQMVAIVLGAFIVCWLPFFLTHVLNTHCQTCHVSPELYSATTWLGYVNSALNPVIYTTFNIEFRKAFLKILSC
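Cells expressing the human receptor were seeded at 1500 cells/well, incubated overnight at 37 degrees C in 5% CO2, then exposed to library compounds with dopamine controls for 90 minutes at 37 degrees C before luminescent detection.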
SW480 rereplic: A quantitative high throughput screen for small molecules that induce DNA re-replication in SW480 colon adenocarcinoma cells; 340,000 tested, 1.8% active; SW480 DNA re-replication, Hoechst DNA content imaging, 48 h; AID 624297, 2012; Potency, µM (series often up to 46.1 µM), for inactives: at the highest dose re-replication activation, actives largely listed as activators; also: potency is read from the fitted curve at half-maximal effect; % of control where 0% means no effect; nearly all actives have a fitted effect of over 55% in size
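Per well, 250 cells were exposed to pinned compound for 48 hr. Nuclear DNA was visualised with Hoechst (40 min, 37 C) and total object intensity recorded by fluorescence scanning.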
D3 ag: qHTS of D3 Dopamine Receptor Agonist: qHTS; max activation, %; D(3) dopamine receptor (Homo sapiens), P35462; D3R DiscoveRx beta-arrestin cells, luminescence, 90 min; 410,000 tested, 0.58% active; in the data active = max activation above about 30%; also: 0% is about no effect; mostly tested at two doses, the higher about 12 µM
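Agonist mode: compounds and dopamine controls were applied to plated cells for 90 min at 37 degrees C after an overnight attachment at 1500 cells/well. Luminescent read-out followed 30 - 60 minutes at room temperature with DiscoveRx detection reagent.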
HT1080-NT tox: qHTS for induction of synthetic lethality in tumor cells producing 2HG: qHTS for the HT-1080-NT fibrosarcoma cell line; Potency, µM (highest dose often 46.1 µM), without a hit: at the top dose activity, negative = less viability, hits mostly cytotoxic; 360,000 tested, 1.6% active; AID 686970, 2013; HT-1080-NT fibrosarcoma viability, CellTiter-Glo ATP luminescence, 48 h;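 also: NT is the 2HG producing partner of a matched IDH1 knockdown line; potency is read from the fitted curve at half-maximal effect; 0% = DMSO-treated cells and -100% = media-only wells without cells; nearly all actives have a fitted effect of over 55% in size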
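Viability by CellTiter-Glo luminescence after 48 h compound exposure at 37C of HT-1080-NT cells (750/well, RPMI, 5% FBS). % activity scaled between DMSO wells and medium-only wells, then curve-fitted and categorized by curve class.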
IL1B secr inh: qHTS for Inhibitors of Inflammasome Signaling: IL-1-beta AlphaLISA Primary Screen. THP-1 LPS/ATP IL-1B secretion, AlphaLISA, 16 h; active compounds read low. activity change, % at 57.5 µM. 360,000 tested, 4.7% active. AID 743279, 2014; in the data active = activity change below about -50%; inconclusive = mostly about -30% to -49%; also: % is scaled to controls: 0 for no effect and ±100 for the full control effect
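THP-1 cells pretreated 1 hr with compounds (up to 57.5 uM final), then stimulated with LPS (250 ng/mL final) plus ATP (1.25 mM final); secreted IL-1B measured by AlphaLISA after 16 hr, decreased signal indicating inhibition.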
HT1080 IDH1KD tx: qHTS for induction of synthetic lethality in tumor cells producing 2HG: qHTS for the HT-1080-IDH1KD cell line | HT-1080 IDH1 knockdown viability, ATP luminescence, 48 h | Potency, µM (top dose mostly 46.1 µM), for the others: at the highest dose activity, negative = toxicity, usual class: cytotoxic | 360,000 tested, 2% active;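 also: potency is read from the fitted curve at half-maximal effect; 0% = DMSO wells and -100% = cell-free medium wells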
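In this qHTS, HT-1080 cells depleted of IDH1 are exposed for 48 h at 37 °C to compound titrations. Toxicity is scored from CellTiter-Glo luminescence, with DMSO as full viability and medium alone as none.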
GLP1R ag: qHTS of GLP-1 Receptor Agonists; Glucagon-like peptide 1 receptor (Homo sapiens), P43220; HEK293 GLP-1R CRE-luciferase, luminescence, 4-6 h; cells express a hypersensitive GLP-1R form; Potency, µM (series often up to 45.6 µM), for the others: at the highest dose activation, usual class: activators; 380,000 tested, 0.007% active; also: potency is read from the fitted curve at half-maximal effect; % of control where 0% means no effect
Target sequence (P43220 whole entry, looked up): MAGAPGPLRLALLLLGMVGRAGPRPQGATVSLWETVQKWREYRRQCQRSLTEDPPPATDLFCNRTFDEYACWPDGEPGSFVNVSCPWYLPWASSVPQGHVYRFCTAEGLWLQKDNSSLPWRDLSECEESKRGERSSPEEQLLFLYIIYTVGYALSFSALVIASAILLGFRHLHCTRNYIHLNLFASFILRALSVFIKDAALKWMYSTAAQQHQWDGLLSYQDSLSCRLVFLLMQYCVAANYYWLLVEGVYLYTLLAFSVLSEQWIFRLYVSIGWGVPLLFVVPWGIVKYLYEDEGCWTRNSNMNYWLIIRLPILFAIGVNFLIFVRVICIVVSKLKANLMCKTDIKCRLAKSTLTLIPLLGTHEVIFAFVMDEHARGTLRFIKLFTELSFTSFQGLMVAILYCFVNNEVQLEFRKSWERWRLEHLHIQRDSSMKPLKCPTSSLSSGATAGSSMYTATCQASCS
KB-3-1 tox: qHTS assay for MDR1-selective chemotherapeutics: Primary screen using the parental adenocarcinoma cell KB-3-1; KB-3-1 viability, CellTiter-Glo ATP luminescence, 72 h; Potency, µM (series often up to 46.1 µM), for inactives: top-dose activity change, negative = cytotoxic, usual class: cytotoxic; 400,000 tested, 1.4% active; AID 1347075, 2019; also: potency is read from the fitted curve at half-maximal effect; % is scaled to controls: 0 for no effect and ±100 for the full control effect; nearly all actives have a fitted effect of over 60% in size
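Parental KB-3-1 adenocarcinoma cells in phenol-red-free DMEM with 10% FBS were pin-treated with compounds at several concentrations, incubated 72 h at 37 °C, and viability read by CellTiter-Glo luminescence; concentration-effect curves were fitted after normalization.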
* = called active by the depositor; ? = inconclusive; / = not tested or not shown; & = joins results of further samples; [ ] = remark or other dose. Unless noted, calls follow the shape of the dose curve; as a rule, active = well fitted curve in the direction sought with a large enough effect; inconclusive = small, poorly fitted or top-dose-only effect, or another doubt; inactive = no such curve, though single readings can be large; an effect the other way counts as inactive or inconclusive. Rows were taken by chance; overall some 12% were active at least once.

SMILES	KB-V1 MDR tox	D3 antag	SW480 rereplic	D3 ag	HT1080-NT tox	IL1B secr inh	HT1080 IDH1KD tx	GLP1R ag	KB-3-1 tox
Cc1cccc(C(=O)NNC(=O)C2CCCO2)c1 (configuration not stated)	15%	8	-3%	-2	22%	0	18%	-11%	1%
Cc1sc2nc(CSCC(=O)N(CCC#N)c3ccccc3)[nH]c(=O)c2c1C	0%	9	2%	-6	5%	29	-3%	9%	0%
O=c1[nH]cnc2c1nnn2Cc1ccccc1	?	-4	-1%	1	16%	43	6%	-1%	7%
Cc1ccc(NC(=O)C2CCN(C(=O)N3CCOc4ccccc43)CC2)cc1	2%	31	0%	3	-1%	-13	-4%	9%	-1%
CNC[C@H]1Oc2ccc(NC(=O)Cc3cn(C)c4ccccc34)cc2CC(=O)N([C@@H](C)CO)C[C@H]1C	-18%	-23	-3%	-17	-15%	-24	-2%	-4%	0%
CCC1CCCCN1CCCNC(=O)c1ccc(CS(=O)(=O)c2ccc(Br)cc2)o1 (configuration not stated)	20%	-3	-5%	0	6%	-4	1%	7%	-4%
O=C(O)c1csc(Br)c1Br	17%	6	-3%	1	-8%	1	-8%	-20%	17%
CNS(=O)(=O)c1cccc(C(=O)OCC(=O)NC2CCCC(C)C2C)c1 (configuration not stated)	?	14	-13%	-1	9%	9	16%	15%	15%
CC(C)(C)C(=O)N1CCN(c2ccc([N+](=O)[O-])c(NCC3CCCO3)c2)CC1 (configuration not stated)	-5%	-20	-1%	2	1%	-5	0%	?	2%
CCOC(=O)C1=C(O)/C(=C/c2cc(OC)c(OC)c(OC)c2)N=C1C	-5%	3	0%	-13	-1%	-13	-4%	-2%	-7%
COc1ccc(-c2cc(-c3cc(OC)ccc3O)[nH]n2)cc1	?	8	11%	-5	?	-8	?	-15%	-28%
CCN(CC(=O)Nc1c(F)cccc1F)C(=O)Cc1csc(-c2ccccc2)n1	?	?	-14%	0	-2%	-2	0%	15%	-4%
COc1ccc(-c2ccc(C)cc2)cc1[C@H]1[C@@H]2C=CCC[C@@]2(C)C(=O)N1Cc1ccccc1	?	-56*	?	-44	?	4	?	5%	?
COc1ccc2c(c1)OC[C@H]1[C@H]2N2C(=O)c3cc(Cl)ccc3NC(=O)[C@@]2(C)[C@H]1c1ccccc1	-30%	?	?	-12	-1%	?	-4%	-3%	-1%
COc1cccc(/C=N/Nc2nnc3c(n2)[nH]c2ccccc23)c1OC	11%	31	?	-1	0%	63	5%	9%	?
Cc1cc(-c2ccc(C(C)C)c(S(=O)(=O)Nc3cc(C)on3)c2)on1	13%	-12	5%	-2	3%	15	-2%	-4%	-7%
Cc1cc(NC(=O)CCc2ccccc2)c([N+](=O)[O-])cc1C	?	-2	?	1	-1%	-14	-11%	-1%	?
O=[N+]([O-])c1cc(S(=O)(=O)N2CCCC2)ccc1SCCO	11%	2	?	-16	-7%	-3	2%	-3%	4%
COc1ccc(OC)c(Cc2nnc(CCC(=O)NCc3ccsc3)o2)c1	0%	2	-6%	11	11%	7	12%	18%	10%
CC(C)CCN1CCN(Cc2cccn2-c2ccccn2)CC1CCO (configuration not stated)	-13%	-4	11%	-14	-21%	0	-16%	-3%	-6%
CN1CCN(NC(=O)c2cc([N+](=O)[O-])cc([N+](=O)[O-])c2)CC1	1%	-3	26%	4	5%	23	11%	-19%	5%
COC(=O)c1c(C)oc2ccc(N(C(=O)c3ccncc3)S(=O)(=O)c3cc(C)ccc3C)cc12	6.5µM*	/	/	3	/	/	/	-3%	13µM*
O=C(NCc1ccccc1)c1cc(C2COCCN2C(=O)c2ccc3c(c2)CCO3)on1 (configuration not stated)	0%	17	/	2	17%	1	7%	2%	0%
CC(=O)N1CCOc2cc(S(=O)(=O)NCc3ccc(F)cc3)c(C)cc21	13%&-6%	-7	-10%	-1&1	1%	38	4%	-5%	8%&-24%
CC(C)c1cc(CNC(=O)c2ccc(OC3CCN(Cc4ccccn4)CC3)cc2)on1	-7%	8	?	-8	-4%	0	-19%	7%	-15%
CCOc1ccc(CN(C)C(=O)c2ccc3ccccc3n2)cc1	-8%	-4	-9%	2	1%	28	4%	20%	5%
Cc1cccn2c(=O)nc(SCC(=O)Nc3ccc4c(c3)OCO4)nc12	?	0	-2%	-4	-1%	-3	5%	3%	6%
Cc1cc(NC(=O)COC(=O)c2ccc([N+](=O)[O-])cc2Cl)no1	-4%	-4	3%	-1	0%	20	-3%	2%	8%
O=C(CSCc1ccccc1)Nc1ccc(S(=O)(=O)N2CCOCC2)cc1	-23%	-3	-1%	-9	-5%	3	-2%	-7%	7%
Cc1cc(C)c(S(=O)(=O)N2CCN(S(=O)(=O)N3CCCCCC3)CC2)c(C)c1	?	-4	1%	15	7%	8	20%	1%	-11%
N#CC(=C1CCCC1)c1nc(-c2ccccc2)cs1	9%	10	-4%[9.22 µM]	1	-11%	10	-9%	6%	1%
CCOC(=O)c1c(O)c2ccccc2n(-c2ccccc2)c1=O	3%	58	-6%	-3	6%	40	4%	7%	1%
O=C(c1ccc2c(c1)C(=O)N(CCCO)C2=O)c1ccc2c(c1)C(=O)N(CCCO)C2=O	13%	46	-3%	18	-5%	15	-1%	1%	3%
Cn1c(SCC(=O)Nc2ccc(N3CCOCC3)c(Cl)c2)nnc1C(O)c1ccccc1 (configuration not stated)	3%	6	-13%	4	8%	28	-4%	5%	10%
CC(Oc1ccc(-c2nccc(-c3ccccn3)n2)cc1)C(=O)NN (configuration not stated)	3%	1	-5%	-2	13%	-1	18%	10%	?
O=C(CSc1nnc(CCCN2C(=O)c3cccc4cccc(c34)C2=O)n1-c1ccccc1)N1CCCCC1	0%	-8	3%	-1	-1%	0	-6%	8%	5%
COc1ccccc1NC(=O)C1=C(C)Nc2nc(-c3cccs3)nn2C1c1cccc(O)c1 (configuration not stated)	?	18	-6%	3	-11%	-14	-14%	-1%	6%
COCc1cc(C)n(CC(=O)Nc2ccc(N3CCOCC3)cc2)c(=O)c1C#N	-2%	11	1%	-12	1%	13	0%	0%	4%
CCOC(=O)C1=C(C)NC(=S)NC1c1ccco1 (configuration not stated)	-10%	-14	?	-11	-3%	-9	1%	-5%	-3%
CSc1cccc(CN2CCC(n3nccc3NC(=O)C3CC3)CC2)c1	11%	-21	-8%	-7	-4%	0	-6%	-2%	11%
CCCCCn1c(N2CCN(c3cccc(Cl)c3)CC2)nc2c1c(=O)[nH]c(=O)n2C	-3%	22	0%	6	-13%	?	-15%	18%	?
CCS/C(N)=N/N=C/c1cc(C)ccc1O	-4%	-53*	?	-6	-3%	-55*	?	-35%[inhibitor]	-26%
CCN(c1cccc(C)c1)S(=O)(=O)c1cccc(C(=O)O)c1	24%	16	-1%	18	10%	9	5%	-5%	5%
CCCc1cc(=O)[nH]c(SCC(=O)c2c(N)n(C3CC3)c(=O)[nH]c2=O)n1	0%	-5	0%	-7	?	13	?	1%	16µM*
CC1Cc2cc(S(=O)(=O)N3CCN(c4cccc(Cl)c4)CC3)ccc2N1C(=O)C1CC1 (configuration not stated)	-11%	1	2%	-4	15%	-19	10%	9%	-7%

A stretch of the results above, for reference:
SMILES	KB-V1 MDR tox	D3 antag	SW480 rereplic	D3 ag	HT1080-NT tox	IL1B secr inh	HT1080 IDH1KD tx	GLP1R ag	KB-3-1 tox
O=C(CSc1nnc(CCCN2C(=O)c3cccc4cccc(c34)C2=O)n1-c1ccccc1)N1CCCCC1	0%	-8	3%	-1	-1%	0	-6%	8%	5%
COc1ccccc1NC(=O)C1=C(C)Nc2nc(-c3cccs3)nn2C1c1cccc(O)c1 (configuration not stated)	?	18	-6%	3	-11%	-14	-14%	-1%	6%
COCc1cc(C)n(CC(=O)Nc2ccc(N3CCOCC3)cc2)c(=O)c1C#N	-2%	11	1%	-12	1%	13	0%	0%	4%
CCOC(=O)C1=C(C)NC(=S)NC1c1ccco1 (configuration not stated)	-10%	-14	?	-11	-3%	-9	1%	-5%	-3%
CSc1cccc(CN2CCC(n3nccc3NC(=O)C3CC3)CC2)c1	11%	-21	-8%	-7	-4%	0	-6%	-2%	11%
CCCCCn1c(N2CCN(c3cccc(Cl)c3)CC2)nc2c1c(=O)[nH]c(=O)n2C	-3%	22	0%	6	-13%	?	-15%	18%	?
CCS/C(N)=N/N=C/c1cc(C)ccc1O	-4%	-53*	?	-6	-3%	-55*	?	-35%[inhibitor]	-26%
CCN(c1cccc(C)c1)S(=O)(=O)c1cccc(C(=O)O)c1	24%	16	-1%	18	10%	9	5%	-5%	5%
CCCc1cc(=O)[nH]c(SCC(=O)c2c(N)n(C3CC3)c(=O)[nH]c2=O)n1	0%	-5	0%	-7	?	13	?	1%	16µM*
CC1Cc2cc(S(=O)(=O)N3CCN(c4cccc(Cl)c4)CC3)ccc2N1C(=O)C1CC1 (configuration not stated)	-11%	1	2%	-4	15%	-19	10%	9%	-7%
